H9c2 TAG inh – inhibitors of triacylglycerol accumulation, primary screen, cell-based, uHTS, fluorescence, H9c2; H9c2 cells, Nile Red lipid (TAG) fluorescence; cells loaded with 200 µM oleic acid; inhibition, % at 12.5 µM; AID 651582, 2012; actives 0.66% (n = 230,000);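 active = pattern-corrected inhibition of lipid staining of at least 50% with the nuclear-stain viability signal not falling by more than 50%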;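 also: 0% = DMSO wells and 100% = triacsin C control wells; some results filed as inactive read as strong as hits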
H9c2 TAG inh DAPI viability – also measured in H9c2 TAG inh; calls as there; DAPI nuclei signal change (viability), lower = more cytotoxic, %;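 whole-well DAPI fluorescence read on a plate reader as a viability signal; minus 50 percent equals half of cells still viable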
Numbers without * were called inactive; & = joins results of further samples. Only part of the results is shown; rates above refer to the full screens.

Screens in order: H9c2 TAG inh DAPI viability	H9c2 TAG inh
> C[C@H](CO)N1C[C@H](C)[C@@H](CN(C)C(=O)c2ccccc2)OCc2cn(nn2)CCCC1=O
  -8	0
> Cc1cc(NC(=O)c2ccccc2C)no1
  0	-1
> CC(=O)NN1C(=O)c2ccccc2NC1c1ccco1 (stereo not drawn)
  9	-3
> Cc1ccccc1OCC(=O)OCC(=O)Nc1ncc(Cl)c(C)c1Cl
  0	13
> Cc1cccc(-n2c(Cc3cc(=O)[nH]c(=O)[nH]3)nnc2SCC(=O)NCc2ccco2)c1
  6	9
> O=C(Cc1ccccc1F)OCN1C(=O)c2ccccc2C1=O
  -1	-1
> COc1ccc(C)cc1NC(=O)CCCN1C(=O)NC(C)(C)C1=O
  -4	3
> O=C(COc1ccccc1-c1ccccc1)N/N=C/c1ccncc1
  -6	-4
> COc1ccc(/C=N/n2c(N)nc3ccccc32)cc1OC
  -13	21
> COc1ccc(CNC(=O)C(C)NS(=O)(=O)c2ccc(C)cc2)cc1 (stereo not drawn)
  3	-20
> COc1ccc(S(=O)(=O)N2CCOC2CNC(=O)C(=O)NCCCN2CCOCC2)cc1 (stereo not drawn)
  0	-15
> N#C/C(=C\c1coc2ccc(O)cc2c1=O)C(=O)Nc1nc2ccccc2s1
  5	7
> CCN1CC2=C(OC(N)=C(C#N)C2c2ccccc2)/C(=C\c2ccccc2)C1 (stereo not drawn)
  1	-13
> Cn1c(SCC(=O)N/N=C/C=C/c2ccco2)nc2ccccc21
  -2	10
> Cc1cc(F)ccc1C(O)c1ncc(-c2ccc(Oc3ccccc3)cc2)[nH]1 (stereo not drawn)
  6	-11
> CCOc1ccc(-c2nc(CSc3nnc(N)s3)cs2)cc1
  2	-24
> COc1ccc(CNS(=O)(=O)CCNC(=O)c2ccc(OC)cc2)cc1
  5	-7
> CC12CCC(C(=NO)C1=NO)C2(C)C (stereo not drawn)
  6	-13
> Cc1nc2c(C)cccc2cc1C(=O)N/N=C/c1ccc(O)cc1
  0	5
> OCCC1CN(Cc2ccc3cccc(F)c3n2)CCN1Cc1ccccc1 (stereo not drawn)
  13	-7
> O=C(NN=C1CCN(Cc2ccccc2)CC1)c1cc2ccccc2cc1O
  10	-3
> COc1cccc(NC(=O)C2(C)CCN2Cc2ccc(SC)cc2)c1 (stereo not drawn)
  0	-9
> O=C(Cn1c(=O)oc2ccccc21)NCCc1ccccc1Cl
  -1	-15
> CC[n+]1c(C)n(C)c2cc(S(=O)(=O)N(C)C)ccc21
  -11	11
> CCOC(=O)C1=C(COC(=O)/C=C/c2ccc(Cl)cc2)NC(=O)NC1C (stereo not drawn)
  3	-6
> Cc1ccc(NC(=O)CCNC(=O)c2ccc(Br)cc2)nc1
  3	3
> CCn1c2ccccc2c2cc(/C=N/n3cn[nH]c3=S)ccc21
  7	0
> COc1cccc(C(=O)COC(=O)COc2c(C)cc(C)cc2C)c1
  -6	5
> CCOC(=O)c1c(C)[nH]c(C)c1C(=O)COc1ncnc2ccccc12
  -2	1
> O=C(N/N=C/c1cccc(OC(=O)N2CCOCC2)c1)c1cccs1
  -14	4
> CC(C)(C)C(=O)Nc1cccc(-c2nc3ccccc3[nH]2)c1
  1	20
> Cc1ccc(/C=N/NC(=O)c2c(-c3ccccc3)noc2C)c(O)c1
  -18	28
> COc1ccc(Cc2c(O)nc(SCC(=O)NC34CC5CC(CC(C5)C3)C4)[nH]c2=O)cc1
  6&5	-15&2
> Cc1ccc(Cl)cc1NC(=S)N(CCN(C)C)Cc1cccs1
  19	1
> CCCCn1c(=O)n(CC(O)c2ccccc2)c(=O)c2c1ncn2C1CCCC1 (stereo not drawn)
  -13	20
> Cc1ccc(N2CCN(S(=O)(=O)N3CCCCC3)CC2)cc1C
  6	6
> Cc1ccc(O)c(CNCCNCc2cc(C)ccc2O)c1
  -34	21
> O=c1cc(N2CCN(Cc3ccccc3)CC2)c(-c2ccccc2)n[nH]1
  -7	21
> Cc1cc(C)c(C)c(S(=O)(=O)NCc2ccc(C(=O)N3CCN(C)CC3)cc2)c1C
  -9	14
> CCOC(=O)C1CCCN(CCSc2ccc(C)cc2)C1 (stereo not drawn)
  14	-13
> C/C(=N/NC(=O)COc1cc(C)ccc1C(C)C)C(=O)O
  1	-10
> O=C(Nc1nc(-c2cccs2)cs1)c1ccc(S(=O)(=O)N2CCCCC2)cc1
  -1	-7
> O=C(CCOc1ccccc1)NCC(c1ccco1)N1CCCCC1 (stereo not drawn)
  16	0
> NC(=O)NC(=O)CC1S/C(=N/N=C2\CSC(=O)N2)NC1=O (stereo not drawn)
  2	-5
> COc1ccc(-c2oc3ncn4nc(Cc5ccccc5)nc4c3c2-c2ccc(OC)cc2)cc1
  103	-123
> c1ccc(CCn2nnnc2CN2CCN(C3CCCC3)CC2)cc1
  -3	-13
> C=CCNC(=O)/C(=C\c1ccc(OC)cc1)NC(=O)c1ccc([N+](=O)[O-])cc1
  -11	1
> CCOC(=O)c1ccccc1OCc1cc(/C=N/NC(=O)c2ccncc2)ccc1OC
  0	-4
> COc1ccccc1S(=O)(=O)N(C)C[C@@H]1OCc2cnnn2CCCC(=O)N([C@@H](C)CO)C[C@H]1C
  9	-5
> CC(OC(=O)Cc1n[nH]c(=O)c2ccccc12)C(=O)Nc1cccc([N+](=O)[O-])c1 (stereo not drawn)
  3	-2
> COc1cccc(-n2nc(-c3ccnn3-c3cccc(Cl)c3)c(=O)n(C)c2=O)c1
  17	-12
> CC(=O)c1cccc(NC(=O)C2C3C=CC(C4CC34)C2C(=O)O)c1 (stereo not drawn)
  -10	11
> C=C[C@H](CC(C)C)N(Cc1ccccc1)S(=O)(=O)N(Cc1ccc(OC)cc1)[C@H](C=C)CC(C)C
  9	-41
> Cn1nc(C(=O)Nc2ccccc2Cl)cc1C(=O)Nc1ccccc1Cl
  -14	-5
> COCCC(=O)Nc1c(-c2ccccc2)c2cc(Br)ccc2[nH]c1=O
  7	-9
> Cc1nc(C(=O)Nc2ccccc2)sc1C1(C)CC(c2cccc([N+](=O)[O-])c2)=NO1 (stereo not drawn)
  -6	15
> O=C(N=C1SC2CS(=O)(=O)CC2N1Cc1ccccc1)c1ccccc1 (stereo not drawn)
  0	9
> O=C(NC1CCC(O)CC1)c1ccccc1OCc1ccc(F)cc1 (stereo not drawn)
  -4	-16
> CCN(C(=O)c1cc(Cl)ccc1OC)c1ccccc1C
  -8	-11
> COc1ccccc1OCCCC(=O)Nc1ccc(N2CCOCC2)cc1
  -3	5

Other records follow:
Screens in order: H9c2 TAG inh DAPI viability	H9c2 TAG inh
> O=c1oc2ccccc2c(O)c1C=Nc1cccnc1
  -7	7
> Cc1cccc(CC(=O)NCC2CCCCC2)c1
  12	-3
> CCN(C[C@H]1N[C@@](Cc2ccccc2)(C(=O)OC)[C@H]2C(=O)N(Cc3ccccc3)C(=O)[C@@H]12)C(=O)Nc1ccc(Cl)cc1
  -1	3
> CC(C)(C)NC(=O)COC(=O)CCC(=O)c1ccc(Cl)cc1
  5	-19
> CC1(C)OC2CCN3C(C(O)COS3(=O)=O)C2O1 (stereo not drawn)
  8	-8
> CCn1cc(/C=N/NS(=O)(=O)c2ccc(OC)cc2)c(C)n1
  9	-25
> CC(C)(C)OC(=O)N(CCc1ccccc1)Cc1ccccc1OCc1ccc(NC(=O)C2CCCC2)cc1
  -7	17
> Cc1ccc(-c2cc(C(F)F)n3ncc(C(=O)N4CCN(c5cccc(C)c5C)CC4)c3n2)cc1
  -10	22
> COc1ccc(NC(=O)CCNC(C)=O)cc1NS(=O)(=O)c1ccc(F)cc1
  -5	-4
> CSCCC(NC(C)=O)C(=O)Oc1ccc2c3c(c(=O)oc2c1)CCCC3 (stereo not drawn)
  54	3
> Cn1nc(-c2ccccc2)c(C(=O)Nc2ccc(Cl)cc2)c1Cl
  10	1
> CC1CCCC(C)N1C(=O)COC(=O)c1n[nH]c(=O)c2ccccc12 (stereo not drawn)
  -8	-2
> Cc1c(CCOC(=O)c2ccc([N+](=O)[O-])cc2)sc[n+]1CC(=O)c1ccccc1
  7	-23
> NC(=O)c1ccc(NC(=O)c2ccc(COc3ccc(F)cc3)o2)cc1
  -3	9
> Cc1ccccc1C(=O)NC(=S)NC1CCS(=O)(=O)C1 (stereo not drawn)
  -2	2
> O=C(c1ccc(S(=O)(=O)Nc2ccccc2Cl)cc1)N1CCCC1
  3	-12
> COc1ccc(C(CC(=O)N2CCCC2)c2c(O)cc(OC)cc2OC)cc1 (stereo not drawn)
  4	-17
> COC(=O)CCCCC1SCC(NC(=O)c2ccccc2)C1=O (stereo not drawn)
  5	8
> CC(C(=O)O)c1cccc(Oc2ccccc2)c1 (stereo not drawn)
  -5	6
> CC(=O)c1ccc(NC(=O)CSc2nnc(Cn3c(=O)sc4ccccc43)n2C)cc1
  -9	11
> O=C(COc1cccc2ccccc12)N1CCN(c2ccccc2)CC1
  -6	6
> CCC1CCCCN1C(=S)NC(=O)c1ccc([N+](=O)[O-])cc1 (stereo not drawn)
  6	-2
> CCN(CC(=O)NCc1cccs1)C(=O)c1ccccc1F
  -4	-20
> O=C(NC(=S)NCc1ccccc1)c1cccnc1
  7	-6
> O=C(CC(=O)c1ccccc1)Nc1ccccc1
  4	-10
> Cn1cccc1C(=O)NC(=O)COC(=O)C12CC3CC(CC(O)(C3)C1)C2
  6	-24
> CNC(=O)c1ccc(OC2CSC2)cc1
  -2	-4
> O=C(CNCc1cccs1)Nc1cc(S(=O)(=O)N2CCCC2)ccc1Cl
  -2	0
> C[C@H](OC(=O)n1ccnc1)[C@@H]1O[C@@]2(C)CCC[C@@H]1O2
  -6	-1
> COc1ccc(NC(=O)CCN2CCCC(C)C2)cc1 (stereo not drawn)
  -6	9
> COC(=O)C[C@@H]1C[C@@H]2c3cc(NC(=O)NC4CCCCC4)ccc3O[C@@H]2[C@H](CO)O1
  2	-8
> CC1(C)NC(=O)N(CC(=O)Nc2ccc(-n3cnnn3)cc2)C1=O
  3	4
> NC(=O)C1CCN(CC(=O)Nc2ccccc2N2CCOCC2)CC1
  -15	7
> Cc1ccc(-c2nn(-c3cc(Cl)ccc3[N+](=O)[O-])c(=O)c3ccccc23)cc1C
  -9	16
> CN(C)CCCn1c2c(c(SCC(=O)Nc3ccc4c(c3)OCCO4)nc1=O)CCC2
  -9	23
> Cc1ccc(C(=O)Nc2ccc3c(c2)C(=O)N(CC2CCCO2)C3=O)cc1 (stereo not drawn)
  2	8
> COc1ccc(C)cc1/C=C/C(=O)N1CCN(S(=O)(=O)c2cccs2)CC1
  13	2
> CCN(/N=C/C=C/c1ccccc1)c1cc(=O)n(C)c(=O)[nH]1
  11	-1
> Cc1c(C)c(C)c(S(=O)(=O)N2CCSCC2)c(C)c1C
  1	1
> Cn1c(=O)n(CCc2ccccc2)c(=O)c2c1nc1n2CCCN1Cc1ccccc1
  -14	-217
> O=C(NNc1ccccc1)/C(=C\c1cccnc1)NC(=O)c1ccccc1
  1	7
> CCOc1ccc2[nH]c(=O)c(CN(Cc3ccc(F)cc3)C(=O)N3CCCC3)cc2c1
  -21	1
> Cc1csc(CNc2ncnc3ccc(-c4ccc5c(c4)OCO5)cc23)c1
  16	-8
> Cc1ccc(S(=O)(=O)NCCC(=O)Nc2ccc(Cl)c(Cl)c2)cc1
  10	-17
> COc1ccc(-c2cc3c(=O)n(CC(=O)NCc4ccc(Cl)cc4)ncn3n2)cc1
  -2	13
> CCN1CCN(S(=O)(=O)c2ccc(Cl)c(C(=O)N(CC)Cc3ccccc3)c2)CC1
  9	-10
> O=C(COc1ccccc1)NNC(=O)COc1ccc([N+](=O)[O-])cc1
  1	-11
> CN(Cc1ccccc1)CC1CCCN(CCc2ccccc2F)C1 (stereo not drawn)
  13	-10
> CCCCN(C(=O)CCN1C(=O)C2CC=CCC2C1=O)c1c(N)n(CCCC)c(=O)[nH]c1=O (stereo not drawn)
  0	-5
> CC(=O)N/C(=C\c1ccccc1)C(=O)OCC(=O)c1ccc(F)cc1
  -6	-9
> Cc1cc(NC(=O)CSc2nnc(-c3ccc([N+](=O)[O-])cc3)o2)no1
  3	2

Compound activity as filed in PubChem.
